PglD DTNB: blocks C. jejuni PglD acetyltransferase activity; purified PglD enzyme, DTNB colorimetric CoA detection; inhibition, % at 12.5 µM; hit rate 0.098% among 360,000; in the data active means inhibition above about 16%, passing the limit was not always enough; further: strong numbers were not always called active
ARNT-TACC3 inh: ARNT/TACC3 interaction disruption. Q9Y6A5. AlphaScreen His-ARNT PAS-B/GST-TACC3 binding, luminescence; TACC3 fragment carries E629A point mutation. inhibition, % at 9.99 µM. hit rate 0.66% among 390,000;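 active means mean inhibition of replicates at least 50% and at least half of replicates each reaching 50%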;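 further: 0% = complete ARNT plus TACC3 wells and 100% = ARNT alone without TACC3; many hits fall short of the cut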
LGR2 inh: inhibitors of bursicon-induced Drosophila LGR2 receptor cAMP signaling. HEK293 LGR2, CRE-luciferase, bursicon-stimulated, 4 h. inhibition, % at 9.99 µM. hit rate 0.35% among 380,000;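 active means drop in luminescence signal, shown as inhibition above about 50% in the replicate tests, limit read from the data, passing the limit was not always enough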;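 further: agonist challenge used bursicon conditioned medium at about half maximal strength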
PGC1a acetyl inh: lowers PGC1a acetylation signal in U2OS cells; AlphaScreen anti-acetyl-lysine; with virally co-expressed GCN5 acetyltransferase; hit rate 0.17% among 350,000; AID 651687; inhibition, % at 15.6 µM;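 active means every replicate shows inhibition of at least 40%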;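 further: 0% = neutral control wells and 100% = positive control wells; some results beyond the cut were filed as inactive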
PAX8 reporter: PAX8 transcriptional activity inhibition; RMG-I TPO-luciferase reporter, SteadyGlo, 24 h; inhibition, % at 12.6 µM; hit rate 1.2% among 360,000; AID 652154;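 active means mean replicate inhibition at least 60% with every replicate also reaching 60%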;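 further: luciferase light reporting Pax8 driven TPO promoter activity; plate controls were median of neutral control wells for no effect and mitoxantrone controls for full effect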
GSIS activator: primary screen for activators of insulin secretion dependent on glucose, INS-1E cells, GLuc reporter luminescence | AID 743287 | INS-1E GLuc reporter insulin secretion, 2-3 h | hit rate 0.61% among 370,000 | activation, % at 16.6 µM;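 active means lowest replicate activation of at least 40%, so every replicate reaches that level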;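 further: 0% = median of neutral control wells and 100% = median of IBMX positive control wells; some compounds called inactive have numbers as strong as hits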
C2C12 statin: protects C2C12 myotubes from simvastatin toxicity | rescue of ATP level, % at 7.49 µM | hit rate 0.78% among 330,000 | ATP luminescence, 48 h; scaled: DMSO 0, geranylgeraniol control 100;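 active means mean ATP rescue above about 67%, or every replicate alone reaching that limit, limit read from the data, passing the limit was not always enough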;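 further: myotubes were challenged with 10 µM simvastatin during compound exposure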
Cneo AK release: Cryptococcus neoformans lysis via adenylate kinase release; hit rate 0.2% among 360,000; lysis activity, % at 15 µM; C. neoformans lysis, adenylate kinase release luminescence, 4 h; normalised: neutral wells 0, clomiphene wells 100;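 active means mean lysis activity across replicates of at least 80%, whatever share of replicates individually reach that level; inactive means mean lysis activity below 80%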
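Assay system: Cryptococcus neoformans yeast cells / Dosing: single-point compound dose / Timing: 4 h at 37 °C static, read 1 h later / Measured by: luminescence of released adenylate kinase using an AK detection reagent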
Starred values were filed as active, the others as inactive; . = no result given; & = joins results of further samples.

SMILES | PglD DTNB | ARNT-TACC3 inh | LGR2 inh | PGC1a acetyl inh | PAX8 reporter | GSIS activator | C2C12 statin | Cneo AK release
C/C(=N\Nc1nnc(C)c(=O)[nH]1)C(=O)O | -2 | 66* | . | -21 | . | 1 | -9 | -1
C[C@@H]1CN([C@@H](C)CO)C(=O)Cc2cc(NS(=O)(=O)c3cn(C)cn3)ccc2O[C@@H]1CN(C)C(=O)Nc1ccc(F)cc1 | 0 | -7 | 5 | -9 | . | 14 | 9 | 42
C[C@@H]1CCCCO[C@@H](CN(C)Cc2ccncc2)[C@@H](C)CN([C@H](C)CO)C(=O)c2cc(NS(C)(=O)=O)ccc2O1 | . | . | 2 | 2 | -13 | 10 | -19 | .
O=C(O)c1cc(Cl)ccc1-c1ccc(/C=C/c2cc(C(F)(F)F)[nH]c(=O)n2)o1 | . | 2 | 26 | -7 | 0 | 3 | . | .
COc1cccc(C2NC(=O)CCC2[N+](=O)[O-])c1OC (stereo unspecified) | 1 | -15 | -1 | . | -6 | 10 | 5 | -8
CCCC(=O)Nc1ccc2c(c1)C(=O)N(C)[C@@H]1CC[C@H](CC(=O)OC)O[C@H]1CO2 | 3 | -17 | 3 | -2 | 7 | 4 | -9 | -3
C[C@@H]1CCCCO[C@H](CN(C)Cc2ccc3c(c2)OCO3)[C@@H](C)CN([C@H](C)CO)C(=O)c2cc(NS(=O)(=O)c3ccc(Cl)cc3)ccc2O1 | -12 | 17 | 5 | -1 | -10 | -10 | . | -4
O=C(CSC(=S)N1CCCC1)Nc1ncc(Cl)cc1Cl | -2 | . | 10 | . | -5 | 14 | -5 | -1
O=C(C[C@@H]1C[C@@H]2c3cc(NC(=O)c4ccc5c(c4)OCO5)ccc3O[C@@H]2[C@@H](CO)O1)NCc1ccc(Oc2ccccc2)cc1 | -2 | -6 | 68* | -5 | 11 | -5 | -128 | 10
O=C(NCc1nc2ccccc2[nH]1)c1ccc([N+](=O)[O-])cc1 | . | -11 | -10 | . | 0 | 12 | . | .
CO[C@H]1CN(C)C(=O)c2ccc(NC(=O)C3CC3)cc2OC[C@H](C)N(CC2CC2)C[C@@H]1C | -1 | 5 | 4 | 1 | 4 | 8 | -10 | -2
COc1ccc(NC(=O)COC(=O)c2c3c(nc4ccccc24)CCCC3)cc1 | -5 | 6 | . | -6 | 12 | -28 | 2 | -2
COc1ccc(NS(=O)(=O)c2ccc(NC(=O)CCNS(=O)(=O)c3ccc(C)cc3)cc2)cc1 | 0 | 0 | 24 | -17 | -59 | 3 | 2 | -3
Cc1ccc(N/C=C/c2onc(C)c2[N+](=O)[O-])cc1 | 8 | 4 | -87 | -1 | -11 | -19 | -14 | 5
OC(COC(c1ccccc1)c1ccccc1)CN1CCN(c2cccc(Cl)c2)CC1 (stereo unspecified) | 2 | -2 | -3 | . | 20 | 3 | 35 | 3
CN(C)CCN(Cc1ccccc1)S(=O)(=O)c1ccc2c(c1)n(C)c(=O)c(=O)n2C | -7 | -3 | 7 | 3 | -3 | 13 | . | -2
COc1ccc(C(CC(=O)O)N2Cc3ccccc3C2=O)cc1 (stereo unspecified) | 5 | 6 | -9 | 1 | -14 | 5 | 5 | 0
CC(C)c1ccc(NC(=O)Cc2ccc(NC3=NC4CS(=O)(=O)CC4S3)cc2)cc1 (stereo unspecified) | 1 | -2 | -26 | . | -32 | 0 | -6 | -1
CS(=O)(=O)N1CCCCN2[C@@H](CO)[C@@H](c3ccc(-c4cccc(C#N)c4)cc3)[C@@H]2C1 | 7 | -20 | -18 | -4 | -24 | 13 | -6 | -1
O=C(N[C@@H]1CC[C@@H](CCNS(=O)(=O)c2ccc(Cl)cc2)O[C@@H]1CO)c1cnccn1 | -1 | 4 | 6 | 0 | 5 | 0 | -4 | 1
O=C(COC(=O)c1cc(=O)[nH]c2ccccc12)Nc1cccc(S(=O)(=O)N2CCOCC2)c1 | 3 | 16 | 7 | -5 | 19 | -16 | 5 | -5
CCN(CCn1cccn1)C(=O)c1cc(COc2ccc(F)cc2Cl)on1 | -3 | -3 | -12 | -7 | -9 | -1 | -2 | 8
CC(=O)N1CCN(c2ccc(NC(=O)c3ccco3)cc2Cl)CC1 | 2 | 1 | -8 | -5 | -37 | 11 | -8 | 1
C[C@@H]1CN([C@@H](C)CO)C(=O)c2c(c3ccccc3n2C)-c2ccccc2CO[C@H]1CN(C)S(=O)(=O)CC(F)(F)F | 1 | 9 | -13 | -32 | 5 | -6 | . | -3
COCCCNC(=O)c1sc2ncnc(N3CCc4ccccc4C3)c2c1C | -2 | -1 | 10 | 5 | . | 13 | -58 | -6
Clc1cccc(Cl)c1COn1nnc2ccccc21 | -1 | -6 | . | -4 | . | . | -12 | -4
Fc1ccc(C2=NN(c3ccccc3)C(c3ccco3)C2)cc1 (stereo unspecified) | . | -10 | -48 | -8 | -13 | 22 | . | .
Cc1cccc(C(=O)NCC(=O)OCc2nnc(-c3ccccc3)o2)c1 | . | -2 | -17 | 1 | 3 | -13 | -8 | .
CCOc1ccc(Nc2oc(-c3cccc(Cl)c3)nc2C#N)cc1 | . | -1 | -11 | 7 | . | 106* | -2 | .
CCOC(=O)c1cnc2ccc(C)cc2c1OCc1cc(F)cc(F)c1 | -2 | 12 | . | -12 | 7 | . | 1 | 4

Record cards, from the list above. Order of screens: PglD DTNB	ARNT-TACC3 inh	LGR2 inh	PGC1a acetyl inh	PAX8 reporter	GSIS activator	C2C12 statin	Cneo AK release
CS(=O)(=O)N1CCCCN2[C@@H](CO)[C@@H](c3ccc(-c4cccc(C#N)c4)cc3)[C@@H]2C1 is entered as 7	-20	-18	-4	-24	13	-6	-1
OC(COC(c1ccccc1)c1ccccc1)CN1CCN(c2cccc(Cl)c2)CC1 (stereo unspecified) is entered as 2	-2	-3	.	20	3	35	3
COc1ccc(NS(=O)(=O)c2ccc(NC(=O)CCNS(=O)(=O)c3ccc(C)cc3)cc2)cc1 is entered as 0	0	24	-17	-59	3	2	-3

New compounds follow
SMILES | PglD DTNB | ARNT-TACC3 inh | LGR2 inh | PGC1a acetyl inh | PAX8 reporter | GSIS activator | C2C12 statin | Cneo AK release
Cc1oc(-c2ccc(Cl)cc2)nc1CS(=O)CC(=O)NCCCN1CC(C)CC(C)C1 (stereo unspecified) | -1 | -1 | -1 | . | 21 | -4 | -11 | 0
COc1ccc(NC(=O)Nc2cccc3c2O[C@H](CN(C)CC2CCCCC2)[C@@H](C)CN([C@@H](C)CO)C3=O)cc1 | 1 | 3 | -16 | -6 | . | -9 | 32 | 55
CCOC(=O)N1CCN(S(=O)(=O)N2CCCC(C(=O)NCc3ccccc3OC)C2)CC1 (stereo unspecified) | -1 | -3 | 4 | 0 | -4 | 26 | 2 | -1
COC1OC2COC(c3ccccc3)OC2C(O)C1NC(C)=O (stereo unspecified) | -3 | -5 | -1 | -2 | . | 11 | 3 | 2
O=S(=O)(c1ccccc1)N1[C@@H]2CNC[C@H]1C2c1ccc(-c2cccnc2)cc1 (stereo partly specified) | . | . | -33&11 | 13&-3 | -10 | -3&-17 | . | .
CC(C)CCn1c(Oc2ccccc2Cl)nc2c1c(=O)n(C)c(=O)n2C | 0 | 11 | 16 | . | . | -12 | 39 | -1
CCc1cccc(NC(=O)Cn2c(=O)oc3cc(S(=O)(=O)N4CCOCC4)ccc32)c1 | -2 | -3 | -6 | -14 | 16 | -29 | -11 | -1
OC1c2cc(Cl)cc(Cl)c2N=C2CCCN21 (stereo unspecified) | -2 | . | 4 | . | 20 | 19 | 4 | 0
C=C1CCC2C(C)(C)[C@@H](O)CC[C@@]2(C)[C@@H]1COc1ccc2ccc(=O)oc2c1 (stereo partly specified) | 0 | -12 | 21 | . | -8 | -29 | 23 | -1
O=C(CNC(=O)c1ccccc1F)OCCOc1cccc(Cl)c1 | . | -3 | -14 | . | -2 | 1 | -7 | .
CC=Cc1ccc2n(c1=O)C[C@H]1[C@H](CO)[C@@H](C(=O)NCc3ccncn3)N(C(=O)C3CCCC3)[C@@H]21 (mixture of isomers) | . | . | 4 | 16 | -17 | 5 | . | .
C[C@@H]1CN([C@@H](C)CO)C(=O)CCCn2nncc2CO[C@@H]1CN(C)C(=O)Nc1ccc(C(F)(F)F)cc1 | -4&3 | -1 | -14&-7 | -7&-3 | -11&-17 | -2 | 1&-17 | -3&0
NC(=S)NC1CC2C=CC1C2 (stereo unspecified) | 1 | 2 | . | -2 | -23 | . | 1 | -2
Cc1cccc(C(=O)Nc2cccc(C(=O)N/N=C/c3ccccn3)c2)c1 | 9 | 71* | -25 | -10 | -14 | 2 | 6 | -1
Cn1nccc1C(=O)Nc1cccc(S(=O)(=O)N2CCOCC2)c1 | -1 | -1 | 2 | 0 | 1 | 16 | 2 | 3
Cc1ccc(N2CN(S(=O)(=O)c3cccc([N+](=O)[O-])c3)c3nc4ccccc4nc32)cc1 | -5 | . | -7 | -3 | 12 | 12 | -43 | -1
CCOC(=O)C(CC)Sc1nnc2c3cc(C)ccc3n(C)c2n1 (stereo unspecified) | 1 | 4 | . | 8 | 11 | . | 5 | 5
CCN(CC)CCCNC(=O)C1CCN(C(=O)c2oc3cc4sc(N(C)C)nc4cc3c2C)CC1 | -27 | 1 | 5 | -3 | -45 | -8 | -10 | -1
CCC(C(=O)N1CCc2ccccc2C1)n1nc(C)n2c(cc3occc32)c1=O (stereo unspecified) | -1 | 7 | . | -5 | . | . | -15 | -2
CCC(C)N(C(=O)CSc1nc(C)c(C)c(C)c1C#N)C1CCS(=O)(=O)C1 (stereo unspecified) | 4 | -16 | 15 | 2 | -4 | -3 | 5 | 0
COc1ccc(NC(=O)COC(=O)CCSc2ccccc2)cc1OC | 4 | -9 | 10 | 4 | 9 | . | -1 | 9
CCOC(=O)CN1NC2(CCCCCCC2)NC1=S | . | -15 | -3 | . | 0 | -6 | . | .
COc1ccccc1CC(=O)Nc1ccc(Cl)cc1C(=O)O | . | -4 | -12 | 6 | -6 | 14 | . | .
CCCN1CCN(S(=O)(=O)c2ccc(-n3cnnn3)cc2)CC1 | 0 | -3 | 5 | -5 | 9 | 4 | 9 | -1

Reformatted: results already given
> COC1OC2COC(c3ccccc3)OC2C(O)C1NC(C)=O (stereo unspecified)
  PglD DTNB: -3; ARNT-TACC3 inh: -5; LGR2 inh: -1; PGC1a acetyl inh: -2; PAX8 reporter: .; GSIS activator: 11; C2C12 statin: 3; Cneo AK release: 2
> O=S(=O)(c1ccccc1)N1[C@@H]2CNC[C@H]1C2c1ccc(-c2cccnc2)cc1 (stereo partly specified)
  PglD DTNB: .; ARNT-TACC3 inh: .; LGR2 inh: -33&11; PGC1a acetyl inh: 13&-3; PAX8 reporter: -10; GSIS activator: -3&-17; C2C12 statin: .; Cneo AK release: .
> CC(C)CCn1c(Oc2ccccc2Cl)nc2c1c(=O)n(C)c(=O)n2C
  PglD DTNB: 0; ARNT-TACC3 inh: 11; LGR2 inh: 16; PGC1a acetyl inh: .; PAX8 reporter: .; GSIS activator: -12; C2C12 statin: 39; Cneo AK release: -1

Marked active in LGR2 inh, among the entries above:
smiles	PglD DTNB	ARNT-TACC3 inh	LGR2 inh	PGC1a acetyl inh	GSIS activator
O=C(C[C@@H]1C[C@@H]2c3cc(NC(=O)c4ccc5c(c4)OCO5)ccc3O[C@@H]2[C@@H](CO)O1)NCc1ccc(Oc2ccccc2)cc1	-2	-6	68*	-5	-5

High-throughput results: PubChem, Broad Institute
